GPR35 antagonists – GPR35 antagonists blocking zaprinast-driven arrestin recruitment, primary screen, imaging, U2OS, beta-arrestin-GFP, zaprinast agonist (AID 2058); U2OS GPR35 beta-arrestin-GFP translocation imaging, zaprinast antagonism; higher % means a stronger effect; inhibition, % at 10 µM; hits with a dose series show IC50 in µM; hit rate 0.052% among 290,000;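 active means inhibition of at least 50% with at least 30 cells and total cytoplasm GFP at most 10,000,000; inconclusive means under 30 cells or total GFP of 10,000,000 plus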
Rac1 GTP hydrolysis – MgcRacGAP GTPase-activating activity inhibitors, confirmation, biochemical, ADP Hunter fluorescence; MgcRacGAP-stimulated Rac1 GTP hydrolysis, ADP Hunter fluorescence; higher % means a stronger effect; GST-tagged Rac1 F28L mutant substrate; inhibition, % at 30 µM; hits with a dose series show IC50 in µM; hit rate 0.6% among 340,000; AID 624330;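 active means first-screen hits whose inhibition reached a set limit at any dose in the follow-up dose series; inconclusive means inhibition above the set first-screen limit but never retested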;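 further: fluorescence reports GDP produced by GAP-driven GTP hydrolysis; strong numbers were not always called active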
PhoP inhibition – inhibitors of PhoP regulon expression, primary screen, Salmonella Typhimurium, GFP reporter (AID 1863); S. Typhimurium PhoP-regulated promoter GFP reporter, 4 h; higher % means a stronger effect; inhibition, % at 50 µM; hits with a dose series show IC50 in µM; hit rate 0.16% among 300,000;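 active means inhibition over 29.93%, a cutoff 3 SD above the screen mean, later confirmed by dose response; inconclusive means inhibition over 29.93% but no dose response follow-up; inactive means inhibition at most 29.93% or unconfirmed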;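 further: 0% = low Mg2+ inducing control and 100% = high Mg2+ repressing control; strong numbers were not always called active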
RSV antiviral HEp-2 – RSV antiviral activity via CPE protection, HEp-2 cells, primary 10 µM value included (AID 2391) | HEp-2 cells, RSV-induced CPE inhibition; higher % means a stronger effect | CPE inhibition, % at 10 µM; hits with a dose series show IC50 in µM | hit rate 0.13% among 310,000; in the data active means a potency from the dose series; inconclusive means CPE inhibition mostly from about 23% at the one dose, without a potency; inactive means the rest, 99 in 100 with CPE inhibition below about 21%; further: strong numbers were not always called active
Dengue-2 NS5 capping – Dengue-2 NS5 methyltransferase inhibitors, primary screen, biochemical, confirmation dose response (AID 588689). Dengue-2 NS5 methyltransferase capping enzyme assay, biochemical; higher % means a stronger effect. one-dose inhibition, % at 25 µM; IC50 in µM for titrated hits. hit rate 0.3% among 340,000; in the data active means a potency from the dose series; inconclusive means inhibition above about 29% without an active follow-up result
LYP inhibition – inhibitors of LYP phosphatase, biochemical, fluorescence intensity, uHTS (AID 1779); recombinant LYP phosphatase, fluorescence intensity; higher % means a stronger effect; inhibition, % at 11.5 µM, or IC50 in µM where a hit was titrated; hit rate 0.054% among 290,000; in the data active means inhibition above about 50%;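 further: plate controls were vehicle with enzyme for no effect and no enzyme for full effect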
SV40 large T antigen – SV40 large T antigen inhibitors, biochemical (AID 1903); one-dose inhibition, % at 20 µM; IC50 in µM for titrated hits; SV40 large T antigen ATPase/helicase inhibition assay; higher % means a stronger effect; hit rate 0.39% among 310,000; in the data active means a potency from the dose series; inconclusive means inhibition mostly from about 32% at the one dose, without a potency; inactive means the rest, 99 in 100 with inhibition below about 32%; further: strong numbers were not always called active
ER stress rescue – rescue of cells from ER stress-induced death, primary screen, 384-well, CSM14.1, thapsigargin, ATP luminescence (AID 1222). CSM14.1 thapsigargin-induced death rescue, ATP luminescence; higher % means a stronger effect. 190,000 tested, under 10 active. cellular ATP content (survival), % at 20 µM, or EC50 in µM where a hit was titrated;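 active means EC50 below 50 µM in the dose-response confirmation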;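 further: death triggered by thapsigargin at about 15 µM added after 2 h compound pretreatment; cell ATP read after overnight thapsigargin exposure of roughly 18 to 22 hours; normalized against plate controls of thapsigargin alone and 5% DMSO vehicle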
West Nile virus CPE – inhibition of WNV-induced cytopathic effect – cell-based, CPE readout (AID 1621); one-dose CPE inhibition, % at 10 µM; IC50 in µM for titrated hits; hit rate 0.02% among 290,000; West Nile virus-infected cells, CPE inhibition; higher % means a stronger effect; in the data active means a potency from the dose series; inconclusive means CPE inhibition mostly from about 3.7% at the one dose, without a potency; inactive means the rest, 99 in 100 with CPE inhibition below about 2.2%; further: strong numbers were not always called active
Dengue-2 NS5 capping pilot replicate – further read-out of Dengue-2 NS5 capping, marked with its call; inhibition, %; measured here: pilot screen replicate inhibition
The depositor's hits bear a star; ? = inconclusive; . = no result given.

SMILES	GPR35 antagonists	Rac1 GTP hydrolysis	PhoP inhibition	RSV antiviral HEp-2	Dengue-2 NS5 capping	LYP inhibition	SV40 large T antigen	ER stress rescue	West Nile virus CPE	others
O=C(CSc1nc2ccccc2c(=O)n1NC(=O)Cc1ccccc1)NCc1ccccc1	-5%	3%	-6%	1.1%	8%	-5%	6%	-2.0%	-0.2%
CSc1ccccc1OCc1cc(C(=O)N2CCNC(=O)C2)no1	-2%	6%	11%	2.3%	-3%	-11%	7%	.	-0.8%
CC(OC(=O)Cn1cnc2c1c(=O)n(C)c(=O)n2C)C(=O)NCc1ccccc1 (stereo not drawn)	.	1%	-4%	-1.3%	3%	.	22%	.	.
COc1ccc(/C=N/NC(=O)C2C(C=C(Cl)Cl)C2(C)C)c(OC)c1 (stereo not drawn)	19%	-4%	2%	1.6%	-2%	8%	3%	0.3%	0.1%
CCOc1ccccc1C(=O)N(Cc1ccco1)C1CCS(=O)(=O)C1 (stereo not drawn)	17%	3%	12%	0.9%	-9%	-5%	0%	-1.7%	0.2%
CC(=O)/C(=N/Nc1cccc(C)c1)N1CCOCC1	2%	-9%	10%	4.5%	-1%	-8%	3%	-3.5%	.
CS(=O)(=O)c1ccc2nc(NC(=O)Cc3ccccc3)sc2c1	18%	12%	-1%	5.1%	3%	-7%	0%	-1.7%	.
COC(=O)CCC(=O)NNC(=O)CCCOc1ccc(Cl)cc1Cl	9%	4%	-2%	.	-4%	0%	3%	0.9%	.
CCC(C)NC(=O)C(=O)NCc1ccncc1 (stereo not drawn)	8%	1%	20%	1.5%	-3%	0%	0%	1.5%	0.9%
COc1ccc(OC)c(-c2cc(C(=O)N3CCN(c4ncccn4)CC3)c3ccccc3n2)c1	-10%	2%	-7%	1.1%	-1%	0%	8%	0.6%	2.6%
N#CC(c1ccccc1)c1ccc(C(=O)c2ccc(F)cc2)cc1 (stereo not drawn)	-4%	10%	-4%	6.7%	8%	-7%	10%	-0.2%	-0.7%
Cc1cc2occ(CC(=O)N(C)CC(=O)Nc3ccccc3Cl)c2cc1C	.	4%	-4%	19%	1%	.	14%	.	.
Cc1ccccc1C(=O)Nc1ccccc1-n1cccc1	-9%	6%	-5%	2.6%	-7%	-5%	2%	-2.9%	-0.5%
O=C(/C=C/c1ccc(F)cc1)Nc1cc(S(=O)(=O)N2CCOCC2)ccc1N1CCCC1	13%	2%	-5%	2.5%	1%	6%	3%	-2.0%	-0.5%
CN(Cc1cccc2ccccc12)C(=O)c1cc(COc2c(F)cccc2F)on1	10%	8%	-3%	20%	0%	1%	10%	1.6%	-1.0%
O=C(Nc1ncccc1O)c1cccc(S(=O)(=O)NCc2ccccc2)c1	.	5%	-5%	-1.4%	-2%	.	19%	.	.
Cc1ccc(S(=O)(=O)Nc2cc(Cl)c(O)cc2C)cc1	12%	?	1%	4.7%	-3%	-4%	30%	-0.9%	-0.1%
Cc1ccc(NC(=O)c2nccnc2C(=O)O)cc1C	-4%	14%	-2%	3.7%	-1%	-10%	6%	0.0%	0.1%
COc1cc(C(=O)O[C@H]2C/C(C)=C/CC[C@]3(C)O[C@@H]3C(O)C2C(C)C)cc(OC)c1OC (stereo partly drawn)	0%	9%	3%	0.9%	-4%	-3%	18%	.	-0.2%
CSc1ccccc1OCc1cc(C(=O)N(C)Cc2ccc(C)o2)no1	4%	6%	-1%	7.2%	-12%	-1%	16%	.	1.1%
CCCC(NC(=O)Cc1c(C)c2c(cc(C)c3c(C)coc32)oc1=O)C(=O)O (stereo not drawn)	2%	9%	-5%	0.7%	-6%	-1%	6%	.	0.2%
CN(c1ccccc1)S(=O)(=O)c1cccc(NC(=O)c2cncc(Br)c2)c1	15%	5%	-2%	47%	0%	0%	5%	.	0.1%
Cc1ccc(-c2nn(-c3ccccc3)cc2C(=O)N2CCN(c3ccccn3)CC2)cc1	-9%	0%	1%	5.9%	-12%	-2%	2%	-5.8%	-1.1%
CCN1C(=O)N/C(=C/c2cc(C)n(Cc3ccccc3)c2C)C1=O	-6%	4%	-8%	2.4%	0%	-2%	9%	0.6%	-1.2%
Cc1cc2nccc(-c3ccco3)n2n1	9%	9%	-4%	2.5%	-5%	1%	-2%	-2.6%	-0.1%
COc1cc2c(cc1OC)CN(C(=O)CCNS(=O)(=O)c1ccccc1F)CC2	-6%	5%	-3%	1.0%	4%	-7%	8%	.	-1.1%
COCCNC(=O)c1ccccc1NC(=O)CN(c1ccc2c(c1)OCO2)S(C)(=O)=O	-12%	4%	8%	-1.4%	-7%	-13%	0%	-0.9%	0.0%	Dengue-2 NS5 capping pilot replicate=0.3
CCN1C(=O)N[C@@H](c2cccc(C(F)(F)F)c2)[C@H](C(=O)OC)[C@H]1C	.	10%	-1%	1.0%	-20%	.	7%	.	-0.7%
C=CCNc1cnn(CC(C)=O)c(=O)c1Br	-1%	4%	1%	1.9%	3%	-3%	4%	0.3%	-0.2%
CC(=O)/C(=N/Nc1ccccc1)N1CCOCC1	10%	-1%	-4%	-3.0%	-7%	4%	12%	-1.6%	-0.5%
CC1Cc2ccccc2N1C(=O)c1ccc(Br)o1 (stereo not drawn)	.	1%	-7%	7.8%	-13%	.	6%	.	-0.9%
Cc1ccc(NC(=O)NC2=NN(c3ccccc3)C(=O)/C2=C2/CCCN2C)cc1	8%	26%	2%	-2.3%	-3%	-3%	29%	-0.5%	0.1%
CN(C)/N=C/C=C1\CCC/C(=C/c2cccs2)C1=O	-1%	-3%	-8%	-0.3%	?	-2%	10%	.	-0.1%
CCN(Cc1ccccc1)S(=O)(=O)c1ccc(C(=O)N(CCCN(C)C)c2nc3cc(OC)ccc3s2)cc1	.	2%	-1%	6.1%	-4%	.	11%	.	.
CC1CCC(C(C)C)C(OCC(O)CN2CCOCC2)C1 (stereo not drawn)	0%	11%	1%	0.9%	-3%	-6%	3%	0.4%	-0.7%
CCC(C)Nc1nc(N)c([N+](=O)[O-])c(N2CCCCCC2)n1 (stereo not drawn)	6%	7%	5%	5.7%	4%	-2%	3%	.	-0.2%
CCCC(=O)Nc1ccc(NC(=O)CCc2ccccc2)cn1	-4%	6%	-4%	4.2%	-12%	-1%	15%	-1.4%	0.1%
O=C(Nc1ccc([N+](=O)[O-])cc1)C(Cc1ccccc1)N1C(=O)c2cccc3cccc(c23)C1=O (stereo not drawn)	0%	5%	6%	-2.1%	-28%	-7%	-6%	-1.0%	-0.5%
CCSc1nc2c(c(=O)[nH]1)C(c1ccncc1)C(C(=O)OC(C)C)=C(C)N2 (stereo not drawn)	6%	10%	19%	0.5%	-6%	-10%	15%	-0.2%	0.2%
Cc1ccc(-n2nc3c(=O)n(CC(=O)c4ccc(F)cc4)nc(C)c3c2C)cc1	-8%	1%	2%	15%	0%	-1%	9%	-3.2%	-1.1%
Cc1ccnn1CC(=O)N/N=C/c1ccc2c(c1)OCO2	-7%	8%	-3%	3.2%	-8%	-3%	3%	-2.3%	-0.4%
COc1cc2c(cc1OC)C(c1cccs1)N(C(=O)c1ccc(S(=O)(=O)N(C)C)cc1)CC2 (stereo not drawn)	-14%	15%	.	1.0%	1%	3%	3%	.	-0.3%
Cc1ccnc(NC(=O)CCC(=O)N(CC(=O)NCc2ccccc2)c2ccc3c(c2)OCO3)c1	-8%	2%	4%	0.8%	-12%	4%	6%	-0.4%	-0.2%
CCN1C(=O)[C@H]2[C@@H](c3ccc(-c4ccccc4)c(OC)c3)N[C@@](Cc3ccccc3)(C(=O)OC)[C@H]2C1=O	.	1%	-4%	2.6%	-3%	.	14%	.	.
O=C(COc1ccc(C(=S)N2CCOCC2)cc1)N1CCCC1	-20%	4%	-1%	0.2%	-6%	-11%	-2%	-1.8%	0.2%

2 compounds drawn at random from those above:
SMILES	GPR35 antagonists	Rac1 GTP hydrolysis	PhoP inhibition	RSV antiviral HEp-2	Dengue-2 NS5 capping	LYP inhibition	SV40 large T antigen	ER stress rescue	West Nile virus CPE	others
O=C(COc1ccc(C(=S)N2CCOCC2)cc1)N1CCCC1	-20%	4%	-1%	0.2%	-6%	-11%	-2%	-1.8%	0.2%
CCCC(=O)Nc1ccc(NC(=O)CCc2ccccc2)cn1	-4%	6%	-4%	4.2%	-12%	-1%	15%	-1.4%	0.1%

Grouped by structure, the entries above containing four or more nitrogen atoms.
SMILES	GPR35 antagonists	Rac1 GTP hydrolysis	PhoP inhibition	RSV antiviral HEp-2	Dengue-2 NS5 capping	LYP inhibition	SV40 large T antigen	ER stress rescue	West Nile virus CPE	others
O=C(CSc1nc2ccccc2c(=O)n1NC(=O)Cc1ccccc1)NCc1ccccc1	-5%	3%	-6%	1.1%	8%	-5%	6%	-2.0%	-0.2%
CC(OC(=O)Cn1cnc2c1c(=O)n(C)c(=O)n2C)C(=O)NCc1ccccc1 (stereo not drawn)	.	1%	-4%	-1.3%	3%	.	22%	.	.
COc1ccc(OC)c(-c2cc(C(=O)N3CCN(c4ncccn4)CC3)c3ccccc3n2)c1	-10%	2%	-7%	1.1%	-1%	0%	8%	0.6%	2.6%
Cc1ccc(-c2nn(-c3ccccc3)cc2C(=O)N2CCN(c3ccccn3)CC2)cc1	-9%	0%	1%	5.9%	-12%	-2%	2%	-5.8%	-1.1%
Cc1ccc(NC(=O)NC2=NN(c3ccccc3)C(=O)/C2=C2/CCCN2C)cc1	8%	26%	2%	-2.3%	-3%	-3%	29%	-0.5%	0.1%
CCN(Cc1ccccc1)S(=O)(=O)c1ccc(C(=O)N(CCCN(C)C)c2nc3cc(OC)ccc3s2)cc1	.	2%	-1%	6.1%	-4%	.	11%	.	.
CCC(C)Nc1nc(N)c([N+](=O)[O-])c(N2CCCCCC2)n1 (stereo not drawn)	6%	7%	5%	5.7%	4%	-2%	3%	.	-0.2%
CCSc1nc2c(c(=O)[nH]1)C(c1ccncc1)C(C(=O)OC(C)C)=C(C)N2 (stereo not drawn)	6%	10%	19%	0.5%	-6%	-10%	15%	-0.2%	0.2%
Cc1ccc(-n2nc3c(=O)n(CC(=O)c4ccc(F)cc4)nc(C)c3c2C)cc1	-8%	1%	2%	15%	0%	-1%	9%	-3.2%	-1.1%
Cc1ccnn1CC(=O)N/N=C/c1ccc2c(c1)OCO2	-7%	8%	-3%	3.2%	-8%	-3%	3%	-2.3%	-0.4%
Cc1ccnc(NC(=O)CCC(=O)N(CC(=O)NCc2ccccc2)c2ccc3c(c2)OCO3)c1	-8%	2%	4%	0.8%	-12%	4%	6%	-0.4%	-0.2%
